Source: PubChem (National Center for Advancing Translational Sciences (NCATS))
ATXN viability – cell viability loss in ATXN counter-screen; S2 cells (HEK-293 line with an ATXN2-luciferase reporter) viability, CellTiter-Fluor protease fluorescence, 24 h; Potency, µM (series often up to 56.7 µM), actives largely listed as cytotoxic; actives 0.49% (n = 400,000); note: nearly all actives have a fitted effect of over 40% in size
HepG2 viability – counter-screen for TGF-b inhibitors: cytotoxicity in HepG2 cells. HepG2 CAGA-GFP viability, ATP luminescence, 18 h. Potency, µM (titrated, usually from 46.1 µM), for inactives: top-dose activity change, negative = cytotoxicity, hits mostly cytotoxic. actives 0.76% (n = 410,000); note: some results filed as inactive show a strong effect at the top dose
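CellTiter-Glo luminescence gave cytotoxicity after 18 hours at 37 degrees C. The cells were HepG2 CAGA-GFP in 1% FBS DMEM, stimulated with 500 pg/mL TGF-beta after compound addition. %Activity was normalised to no-cell wells (complete cell-killing) and DMSO (no toxicity), and curves were fitted and classified.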
ATXN2 expr inh – ATXN2 expression inhibition; AID 1745845; Potency, µM (doses to about 57 µM), inactives show at the highest dose activity change, negative = inhibition, hits mostly inhibitors; HEK-293 ATXN2-luciferase reporter, luminescence, 24 h; actives 0.72% (n = 360,000); note: % is set by controls: 0 for no effect and ±100 for the full control effect; nearly all actives have a fitted effect of over 55% in size
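qHTS (up to 57 uM final) was run with 24 h compound exposure of reporter cells at 37 °C. Each well was multiplexed: SteadyGlo luminescence measured ATXN2-luciferase expression after a fluorogenic Gly-Phe-AFC viability readout (25 uM final).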
TGFb inhibitor – inhibitors of TGF-b signaling; HepG2 CAGA-GFP TGF-b/SMAD3 reporter, GFP fluorescence, 18 h; TGF-beta stimulated, 500 pg/mL final; Potency, µM (highest dose often 46.1 µM), for the others: at the top dose activity, negative = inhibition, usual class: inhibitors; actives 1.2% (n = 410,000); note: % is set by controls: 0 for no effect and ±100 for the full control effect; nearly all actives have a fitted effect of over 65% in size
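HEPG2 CAGA-GFP reporter cells (1000/well, DMEM with 1% FBS) received compounds, then recombinant TGF-beta at 500 pg/mL final for 18 hours at 37 degrees C. Per-cell GFP summed per well was normalised to unstimulated and stimulated DMSO controls before curve fitting.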
A549 tox – counter-screen for Nrf2 inhibitors: cytotoxicity in A549 cells | AID 504648 | Potency, µM (top dose mostly 46 µM), inactives show at the highest dose activity change, negative = cytotoxicity, actives largely listed as inhibitors | actives 0.16% (n = 390,000) | A549 ARE-Fluc cells, CellTiter-Fluor viability, 18-24 h; note: % is set by controls: 0 for no effect and ±100 for the full control effect
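A549 ARE_Fluc cells in 5% FBS OPTI-MEM were exposed to compounds in concentration-response for 18-24 h at 37 deg C. Viability was read by CellTiter-Fluor fluorescence (Ex 405/Em 525) after 30 min, before the luciferase read.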
Nrf2 inh – Nrf2 pathway inhibition; A549 ARE-Fluc reporter, luciferase luminescence, 18-24 h; Potency, µM (top dose mostly 46 µM), inactives show top-dose activity change, negative = inhibition, actives largely listed as inhibitors; actives 2.1% (n = 360,000); note: % is set by controls: 0 for no effect and ±100 for the full control effect; nearly all actives have a fitted effect of over 60% in size
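Two sequential reads on A549 ARE_Fluc cells exposed to compound for 18-24 h: a CellTiter-Fluor fluorescence read for viability, then a luciferase luminescence read for Nrf2/ARE activity.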
EPAC2 antag – blocks human EPAC2 exchange factor | Q8WZA2 | Potency, µM (doses to about 114 µM), for inactives: at the highest dose activity, negative = inhibition, usual class: inhibitors | actives 0.18% (n = 360,000) | AID 720708 | EPAC2 GEF exchange of Rap1B-BODIPY-GDP, fluorescence; note: % is set by controls: 0 for no effect and ±100 for the full control effect; nearly all actives have a fitted effect of over 45% in size; many of its hits are not listed in these tables
Target sequence (Q8WZA2 whole entry, looked up): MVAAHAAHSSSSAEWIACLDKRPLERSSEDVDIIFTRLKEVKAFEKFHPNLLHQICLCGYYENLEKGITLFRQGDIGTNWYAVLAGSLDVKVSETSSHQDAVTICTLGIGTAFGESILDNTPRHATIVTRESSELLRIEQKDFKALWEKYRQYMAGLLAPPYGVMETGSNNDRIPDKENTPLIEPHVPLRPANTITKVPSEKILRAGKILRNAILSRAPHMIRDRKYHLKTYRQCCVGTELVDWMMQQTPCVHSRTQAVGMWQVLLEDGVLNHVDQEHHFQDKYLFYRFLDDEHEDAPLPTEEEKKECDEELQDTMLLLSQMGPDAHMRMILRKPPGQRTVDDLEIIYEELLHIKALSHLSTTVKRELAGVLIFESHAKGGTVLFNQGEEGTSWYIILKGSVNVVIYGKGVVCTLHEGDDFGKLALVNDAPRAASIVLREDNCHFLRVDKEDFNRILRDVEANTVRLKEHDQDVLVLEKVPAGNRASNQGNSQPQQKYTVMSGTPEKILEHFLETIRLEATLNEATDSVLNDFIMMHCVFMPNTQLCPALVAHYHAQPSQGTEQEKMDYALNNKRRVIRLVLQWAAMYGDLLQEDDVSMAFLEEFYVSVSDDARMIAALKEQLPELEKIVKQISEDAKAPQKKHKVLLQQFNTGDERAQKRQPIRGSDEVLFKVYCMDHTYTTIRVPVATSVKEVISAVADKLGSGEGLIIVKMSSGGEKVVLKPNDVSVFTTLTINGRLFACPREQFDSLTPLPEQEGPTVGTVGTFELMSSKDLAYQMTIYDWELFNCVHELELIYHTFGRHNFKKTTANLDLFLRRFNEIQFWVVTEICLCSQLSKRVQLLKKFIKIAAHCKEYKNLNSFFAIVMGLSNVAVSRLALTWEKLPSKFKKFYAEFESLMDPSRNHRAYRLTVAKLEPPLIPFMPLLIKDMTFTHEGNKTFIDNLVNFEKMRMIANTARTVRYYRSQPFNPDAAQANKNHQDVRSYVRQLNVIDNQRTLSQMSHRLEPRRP
Nrf2 ARE act – activates Nrf2 signaling | AREc32 ARE-luciferase reporter (MCF7-derived line), luminescence, 24 h | Potency, µM (highest dose often 46.1 µM), without a hit: at the highest dose activation, most hits filed as activators | actives 0.31% (n = 410,000) | AID 624171; note: % of control where 0% means no effect; nearly all actives have a fitted effect of over 65% in size
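Luminescent ARE reporter assay in AREc32_Fluc cells: overnight plating at 37 deg C, 24 hr compound incubation, Steady-Glo added, 30 min RT before reading.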
MCF10A rereplic – inducers of DNA re-replication in MCF 10A breast cells; MCF 10A DNA re-replication, Hoechst nuclear intensity, 48 h; Potency, µM (titrated, usually from 46.1 µM), without a hit: top-dose activity, positive = re-replication, actives largely listed as activators; actives 2.9% (n = 350,000); AID 624296; note: % of control where 0% means no effect; nearly all actives have a fitted effect of over 50% in size
* = called active by the depositor; i = inactive; ? = inconclusive; . = not tested or not shown; & = joins results of further samples; [ ] = dose if it differs, or a comment. Calls come from the whole dose curve; as a rule, active = well fitted curve in the direction sought with a large enough effect; inconclusive = small, poorly fitted or top-dose-only effect, or another doubt; inactive = no such curve, though single readings can be large; an effect the other way counts as inactive or inconclusive. Potency is the fitted concentration of half-maximal effect. A portion of the library (hit frequency here may not be typical).

SMILES | ATXN viability | HepG2 viability | ATXN2 expr inh | TGFb inhibitor | A549 tox | Nrf2 inh | EPAC2 antag | Nrf2 ARE act | MCF10A rereplic
Nc1ccc(S(=O)(=O)N2CCOCC2)cc1 | . | -2.2% | . | 0.6% | 14.8% | 31.7% | . | . | .
NC(CSCc1ccccc1Cl)C(=O)O (configuration not stated) | i | 10.9% | . | -2.5% | -12.8% | 9.0% | 5.7% | 0.7% | -0.2%
O=C(Cc1nc2ccccc2[nH]c1=O)c1ccc(Cl)cc1 | i | 1.0% | . | 40.6%[activator] | -10.6% | -4.1% | 0.4% | 21.4% | ?
Cc1ccc(NC(=O)c2cc3cc(OC(F)(F)F)ccc3[nH]2)cc1 | i | -7.6% | . | -2.2% | -2.9% | ? | 11.8% | 0.4% | 0.4%
CCOc1ccc(OCC)c(S(=O)(=O)N2CCOCC2)c1 | i | 3.9% | -12.9%[11.3 µM] | 1.2% | 4.6% | 1.5% | 6.1% | -0.5% | -3.3%
CCCC1=Nc2cc(C(=O)NC3CCCC3)ccc2Sc2ccc(C)cc21 | . | -0.8% | . | 0.794µM* | -0.8% | ? | . | -0.9% | .
COc1cc(C(=O)N2CCCCC2)ccc1OCC(=O)Nc1ccc(F)cc1 | i | -2.2% | -0.3% | -24.8% | -5.7% | -19.8% | 1.4% | -0.4% | 9.1%
CCOC(=O)c1noc2ncnc(N3CCC(C)CC3)c12 | i | -4.6% | -5.5% | ? | 11.1% | ? | . | -0.7% | .
N#CC1=C2Sc3ccccc3N2CCCC1=O | i | -0.1% | 34.4% | -16.2% | 4.7%[1.84 µM] | ? | 8.4% | 3.7% | 1.3%
CCCn1c(-c2ccc[nH]c2=O)nc2ccccc21 | i | -7.7% | -9.4% | 16.2% | 1.4% | -1.3% | -5.0% | 2.1% | -0.7%
Cc1ccccc1NC(=O)CSc1nc2cc3c(cc2cc1C)CCC3 | i | -0.3% | -19.6% | 0.4% | ? | -22.5% | 2.7% | -0.3% | ?
CC(C(=O)NCC(=O)Nc1ccc(F)c(F)c1F)N1CCN(c2ccc(O)cc2)CC1 (configuration not stated) | i | -11.0% | -27.5% | -5.3% | -4.1% | -13.9% | 1.4% | 5.2% | 8.5%
O=C(c1ccc([N+](=O)[O-])cc1)N1c2ncnn2C2(CCCCC2)[C@@H]2CCCC[C@@H]21 | i | -15.5% | -7.1% | -14.9% | 1.9% | 13.7% | . | 0.5% | .
Cc1noc(/C=C/c2ccco2)c1S(=O)(=O)N1CCC(C(=O)N2CCc3ccccc32)CC1 | i | 0.9% | 0.1% | -2.2% | 0.5% | 9.1% | 17.6% | 12.0% | 0.1%
COc1ccccc1NC(=O)c1nnn(Cc2ccccc2)c1NC(C)=O | i | -5.6% | -0.2% | 4.2% | -5.9% | 0.2% | -1.1% | -0.6% | -0.5%
Cc1ccc(SCCC(=O)N2CCOCC2)cc1 | i | 0.6% | 35.8% | -0.3% | -0.4% | 4.8% | 0.8% | 2.6% | 1.2%
CC(C)NC(=O)/C(=N\O)c1ccccc1 | i | -7.3% | 4.5% | -14.1% | . | 0.4% | 2.2% | 0.0% | -2.5%
COc1cccc(C2CC(=O)Nc3c2ccc(C)c3C)c1OC (configuration not stated) | i | -22.9% | -12.4% | ? | -2.0% | ? | . | 2.9% | .
Cc1ccc(NC(=O)CCn2nc(-c3ccccc3)c3ccccc3c2=O)c(C)c1 | i | -27.6% | ? | ? | -7.1% | -13.4% | . | -0.4% | .
CC1=CC(C)C(=O)N(CCN2CCOCC2)C(C)=C1 (configuration not stated) | i | 0.0% | . | 7.1% | . | . | 4.0% | -1.1% | .

5 of these compounds in a different format:
Every second line gives: ATXN viability | HepG2 viability | ATXN2 expr inh | TGFb inhibitor | A549 tox | Nrf2 inh | EPAC2 antag | Nrf2 ARE act | MCF10A rereplic
> CC(C(=O)NCC(=O)Nc1ccc(F)c(F)c1F)N1CCN(c2ccc(O)cc2)CC1 (configuration not stated)
  i | -11.0% | -27.5% | -5.3% | -4.1% | -13.9% | 1.4% | 5.2% | 8.5%
> O=C(c1ccc([N+](=O)[O-])cc1)N1c2ncnn2C2(CCCCC2)[C@@H]2CCCC[C@@H]21
  i | -15.5% | -7.1% | -14.9% | 1.9% | 13.7% | . | 0.5% | .
> CCCn1c(-c2ccc[nH]c2=O)nc2ccccc21
  i | -7.7% | -9.4% | 16.2% | 1.4% | -1.3% | -5.0% | 2.1% | -0.7%
> N#CC1=C2Sc3ccccc3N2CCCC1=O
  i | -0.1% | 34.4% | -16.2% | 4.7%[1.84 µM] | ? | 8.4% | 3.7% | 1.3%
> Cc1ccccc1NC(=O)CSc1nc2cc3c(cc2cc1C)CCC3
  i | -0.3% | -19.6% | 0.4% | ? | -22.5% | 2.7% | -0.3% | ?

Following part
SMILES | ATXN viability | HepG2 viability | ATXN2 expr inh | TGFb inhibitor | A549 tox | Nrf2 inh | EPAC2 antag | Nrf2 ARE act | MCF10A rereplic
O=S(=O)(c1ccccc1F)N1CCCc2ccccc21 | i | -8.3% | 0.5% | 1.3% | 5.6% | -5.8% | ? | -0.6% | 2.8%
O=C(O)COCC(=O)Nc1ccc2c(c1)CCC2 | i | -8.3% | 3.3% | 3.2% | -7.3% | 14.9% | 3.6% | 1.8% | -1.4%
Cc1ccc(NC(=O)c2c(C)noc2C)cc1S(=O)(=O)N1CCOCC1 | ? | 12.1% | -0.8% | -7.1% | 0.2% | 3.3% | 1.1% | -0.5% | -2.4%
O=C(Cn1c(=S)[nH]c2ccccc2c1=O)N1CCN(c2ccccc2)CC1 | i | -5.1% | -22.8% | -25.7% | 0.1% | -9.0% | -0.7% | -0.7% | -3.5%
Cc1ccc(C)c(NC(=O)CN(C)C(=O)c2ccccc2OCc2c(C)noc2C)c1 | i | 2.5% | -4.7% | -13.6% | 1.0% | 11.1% | 5.2% | -1.7% | 5.2%
Cc1ccc(S(=O)(=O)N2CCCCC2)cc1NC(=O)CCNC(=O)c1ccccc1 | i | 5.5% | -18.7% | -14.6% | 7.6% | -7.0% | 2.2% | -0.1% | 0.8%
COCCNC(=S)N(C)[C@H]1C[C@H]2c3cc(Oc4ccccc4C)ccc3CCN2C(=O)[C@H]1[C@H](C)O | ? | -28.7% | -25.0% | ? | . | . | 8.5% | 4.8% | .
O=C1NCCCC1C(=O)N/N=C/c1cc([N+](=O)[O-])ccc1O (configuration not stated) | i | -23.2% | -20.0% | -19.2% | 3.0% | -5.4% | 2.8% | -0.2% | 8.5%
COc1ccc(/C=N/N2C(C)CCCC2C)cc1O (configuration not stated) | i | -18.0% | 22.3% | -5.4% | 11.4% | 18.1% | 12.8% | 11.9% | -31.4%[inhibitor]
C/C=C\C=C/C(=O)Nc1cccc(C2=NOC3(C2)C[C@@H](C(N)=O)N(C(=O)c2ccc(Cl)cc2)C3)c1 (some centres not stated) | i | 12.7% | -5.2% | 2.8% | -0.6% | -10.0% | 3.4% | -0.7% | -2.3%
C=CCOC(=O)N1CCN(c2cccc(C(F)(F)F)c2)CC1 | i | -46.1% | -9.3% | -17.2% | 15.9% | -27.2% | -4.9% | -0.1% | -9.3%
O=C(CCCc1cccs1)Nc1nccs1 | i | -3.7% | 24.0% | -7.1% | 1.0% | ? | -7.6% | -0.1% | 1.5%
O=C(/C=C/c1ccccc1)N/C(=C/c1ccccc1)C(=O)Nc1ccc(C(=O)O)cc1 | i | -2.8% | -14.5% | -1.4% | 3.3% | -1.6% | 7.7% | -0.1% | -1.2%
Cc1ccc(NC(=O)CNc2cc(S(=O)(=O)N3CCOCC3)ccc2NCC2CCCO2)cc1F (configuration not stated) | i | 24.1% | -12.9% | -0.3% | -0.9% | -3.9% | -5.7% | 2.6% | -1.1%
CCOc1cc(N2CCOCC2)c(OCC)cc1NC(=O)CCS(=O)(=O)c1ccc(Cl)cc1 | i | -10.9% | -10.7% | -6.0% | -3.0% | -27.2% | -2.3% | 0.8% | 15.6%
CCn1c(=O)cc(SCC(=O)N2CCN(c3ccccc3F)CC2)c2ccccc21 | ? | -92.1%&-22.3% | -6.3%&25.3% | -26.3%&-9.9% | -2.4%&0.0% | -24.7%&0.1% | 1.8% | 6.9%&4.3% | ?
C=C(C)C1CC=C(CN2CCC(C(=O)OCC)CC2)CC1 (configuration not stated) | i | -8.5% | -3.9% | -17.1% | -1.0% | -13.2% | -8.7% | 3.5% | 26.4%
CCCCCNC(=O)C1CCC(Cn2c(=O)c3sccc3n(CC)c2=O)CC1 (configuration not stated) | i | -24.8% | -0.6% | -0.9% | -0.5% | -1.1% | . | 2.3% | .
COc1ccccc1-c1nnc(SC/C(O)=C(\C#N)c2nc3ccccc3[nH]2)n1C1CCCCC1 | i | -26.5% | 25.0% | -8.0% | -1.4% | -3.5% | 4.0% | 3.5% | ?
COc1ccc(-c2csc(NC(=O)c3cc(=O)c4ccccc4o3)n2)cc1OC | i | -0.7% | . | 0.8% | -1.1% | ? | 29.3% | 0.0% | 1.1%
Cn1c(-c2ccc(F)cc2)cnc1NCc1ccccc1 | i | 3.7% | 3.7% | 2.8% | 3.2% | -4.7% | -0.8% | 0.4% | ?
COc1cc(C2C(C#N)=C(N)OC3=C2C(=O)CCC3)c([N+](=O)[O-])cc1OC (configuration not stated) | i | -14.6% | 1.7% | -4.8% | -2.3% | -10.0% | -2.8% | 1.0% | -0.2%
Cn1c(SCC(=O)N2CCCCCC2)nnc1-c1ccco1 | i | -21.1% | -24.1% | -2.7% | 4.9% | 4.3% | 2.0% | 2.4% | -3.2%
O=c1ccc2cc(S(=O)(=O)Nc3ccc(OC(F)(F)F)cc3)ccc2[nH]1 | i | 3.3% | 5.7% | -20.6% | -0.6% | ? | . | -1.3% | .
Cc1ccccc1Nc1nnc(-c2ccc(C)c(S(=O)(=O)N3CCN(C)CC3)c2)c2ccccc12 | ? | 2.1% | ? | ? | 0.2% | -15.2% | . | 7.7% | .
O=C(CN1C(=O)/C(=C/c2ccc(F)cc2)SC1=S)NC1CCS(=O)(=O)C1 (configuration not stated) | i | 11.6% | 2.1% | 0.7% | 0.3% | 0.3% | -6.0% | -0.8% | -3.6%
